High-throughput results deposited in PubChem by Sanford-Burnham Center for Chemical Genomics.
SENP8 block: inhibitors of human SENP8 protease | Q96LD8 | recombinant SENP8, Nedd8 substrate fluorescence | inhibition, % at 20 µM | actives 0.64% (n = 360,000) | AID 602440; in the data active means inhibition mostly above about 40%, no sharp cut-off; inactive means mostly below about 27%
Target sequence (Q96LD8 whole entry, looked up): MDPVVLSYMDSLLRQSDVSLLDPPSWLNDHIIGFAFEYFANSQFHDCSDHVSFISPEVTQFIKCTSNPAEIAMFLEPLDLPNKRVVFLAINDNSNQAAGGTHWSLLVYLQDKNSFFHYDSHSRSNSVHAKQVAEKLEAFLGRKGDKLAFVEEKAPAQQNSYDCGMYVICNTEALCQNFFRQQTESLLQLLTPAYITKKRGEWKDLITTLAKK
MPTP block: blocks calcium-induced mitochondrial swelling. actives 1.4% (n = 360,000). inhibition, % at 10 µM. AID 602449. isolated mouse mitochondria, Ca2+ swelling absorbance, 30 min;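 active means inhibition of 50% or more, scaled per plate between neutral and stimulator controls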;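 further: 0% = DMSO wells given calcium and 100% = 1 mM EGTA wells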
NR3A LBD binder: modulates the human NR3A ligand-binding domain; AID 1259313; actives 2.5% (n = 340,000); Tm shift relative to glycine control, % at 25 µM; NR3A LBD differential scanning fluorimetry, Tm shift; 0% = protein alone, 100% = glycine-bound protein;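 active means melting temperature shift of at least 10% of the positive control shift, at one fixed dose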
PfGluPho inh: PfG6PD (Plasmodium falciparum) enzyme inhibition; PfGluPho enzyme, NADPH resazurin-diaphorase fluorescence; inhibition, % at 20 µM; actives 0.78% (n = 350,000); AID 504690;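 active means inhibition reaching at least a set limit at 20 µM in the primary screen, cut at about 59% in these data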;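 further: 0% = DMSO wells with substrate and 100% = DMSO wells lacking glucose-6-phosphate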
SENP7 inh: blocks the human protease SENP7. Q9BQF6. recombinant SENP7, Z-RLRGG-aminoluciferin luminescence, 40 min. inhibition, % at 5 µM. actives 1.5% (n = 330,000);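 active means inhibition above about 50% at the single test dose, limit read from the data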;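 further: plate controls were DMSO with enzyme for no effect and no enzyme buffer wells for full effect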
Target sequence (Q9BQF6 706-1050 limits assumed): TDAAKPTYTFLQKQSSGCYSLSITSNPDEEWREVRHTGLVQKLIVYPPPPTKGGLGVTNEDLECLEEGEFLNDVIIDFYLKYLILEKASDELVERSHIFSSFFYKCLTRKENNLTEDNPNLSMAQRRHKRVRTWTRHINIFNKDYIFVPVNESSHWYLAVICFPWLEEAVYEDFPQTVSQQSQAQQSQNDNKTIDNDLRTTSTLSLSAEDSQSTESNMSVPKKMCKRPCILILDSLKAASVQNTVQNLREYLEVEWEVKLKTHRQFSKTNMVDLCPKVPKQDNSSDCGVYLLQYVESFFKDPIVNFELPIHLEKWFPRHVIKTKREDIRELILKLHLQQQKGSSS
HKDC1 inhibitor: HKDC1 (human) hexokinase inhibition | Q2TB90 | recombinant HKDC1, G6PDH/diaphorase resazurin coupled fluorescence | inhibition, % at 20 µM | actives 0.16% (n = 340,000) | AID 493160;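 active means inhibition above about 35% when tested at 20 µM, limit read from the data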;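 further: plate controls were DMSO wells with enzyme for no effect and DMSO wells lacking enzyme for full effect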
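Incubation: 90 min at room temperature in dark / Material: recombinant HKDC1 (HK5) hexokinase enzyme, produced in-house / Quantity: enzyme 5 µg/mL final / Compound: one dose of 20 µM, 1% DMSO / Reagent: glucose and ATP substrates / Buffer or medium: Tris pH 8.0 buffer with MgCl2, Tween-20, BSA, BME / Technique: resorufin fluorescence at 613 nm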
SENP6 inh: SENP6 protease inhibition; Recombinant SENP6 catalytic domain, aminoluciferin luminescence; Q9GZR1; actives 1.8% (n = 330,000); inhibition, % at 10 µM; AID 2599;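 active means inhibition above about 50% at the single tested dose, limit read from the data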;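 further: plate controls were DMSO wells with enzyme for no effect and DMSO wells lacking enzyme for full effect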
ATG4B inh: inhibitors of human ATG4B cysteine protease. inhibition, % at 8.33 µM. actives 0.51% (n = 340,000). ATG4B cleavage of LC3-PLA2, NBD-HPC fluorescence, 1 h; in the data active means inhibition above about 40%
Target sequence (Q9Y4P1 whole entry, looked up): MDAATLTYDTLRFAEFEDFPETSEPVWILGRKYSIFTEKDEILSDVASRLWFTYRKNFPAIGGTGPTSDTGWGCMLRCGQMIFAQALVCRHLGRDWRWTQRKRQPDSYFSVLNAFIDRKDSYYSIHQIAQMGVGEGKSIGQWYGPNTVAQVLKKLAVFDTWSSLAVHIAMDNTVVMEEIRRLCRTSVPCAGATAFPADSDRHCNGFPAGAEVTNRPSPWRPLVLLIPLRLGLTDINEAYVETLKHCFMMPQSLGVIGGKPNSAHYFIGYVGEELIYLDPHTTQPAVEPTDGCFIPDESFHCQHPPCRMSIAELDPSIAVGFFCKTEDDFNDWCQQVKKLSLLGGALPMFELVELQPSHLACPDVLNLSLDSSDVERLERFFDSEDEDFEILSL
Active calls of the source: *. This is a random part of the collection; any-hit rate near 6.9%.

Results for COc1ccc([N+](=O)[O-])cc1C1NN=C(c2cccc3ccccc23)S1 (stereo unspecified) ?
SENP8 block: -122; MPTP block: 1.1; NR3A LBD binder: -5; PfGluPho inh: 26; SENP7 inh: -1; HKDC1 inhibitor: -11; SENP6 inh: -28; ATG4B inh: 0

What do the screens show for `CC(=O)c1ccc(NC(=O)[C@@H]2CCCN2C2=NS(=O)(=O)c3ccccc32)cc1`?
SENP8 block: 10; MPTP block: -1.5; NR3A LBD binder: -1; PfGluPho inh: -18; SENP7 inh: 7; HKDC1 inhibitor: 0; SENP6 inh: -7; ATG4B inh: -6

How did O=C(Cc1cccc(NC(=O)C2CCN(S(=O)(=O)c3cccc([N+](=O)[O-])c3)CC2)c1)Nc1cccc(C(=O)N2CCCCC2)c1 do in these assays?
SENP8 block: 13; MPTP block: -0.2; NR3A LBD binder: 11*; PfGluPho inh: -10; HKDC1 inhibitor: -3; ATG4B inh: -3

What do the screens show for `Nc1nc(SCC(=O)NC2CCCC2)[nH]c(=O)c1NC(=O)c1cccs1`?
SENP8 block: 17; MPTP block: -0.5; NR3A LBD binder: -1; PfGluPho inh: -19; SENP7 inh: 7; HKDC1 inhibitor: -9; SENP6 inh: 1; ATG4B inh: -8

Results for CC1(C(=O)CSc2nc3ccccc3[nH]2)CCC(=O)O1 (stereo unspecified) ?
SENP8 block: 28; MPTP block: -3.5; NR3A LBD binder: -1; PfGluPho inh: -8; SENP7 inh: 0; HKDC1 inhibitor: -5; SENP6 inh: -13; ATG4B inh: -1

What do the screens show for `COc1ccc(-c2cc(C(F)(F)F)n3nc(C(=O)Nc4c(C)n(C)n(-c5ccccc5)c4=O)cc3n2)cc1`?
SENP8 block: -211; MPTP block: -1.2; NR3A LBD binder: -2; PfGluPho inh: 11; HKDC1 inhibitor: -8; ATG4B inh: -10

Results for O=C(NCc1ccc(-c2csnn2)cc1)c1cc(Cl)cc(Cl)c1 ?
SENP8 block: 6; MPTP block: 7.8; NR3A LBD binder: -5; PfGluPho inh: -9; SENP7 inh: -2; HKDC1 inhibitor: -3; SENP6 inh: 1; ATG4B inh: 3

Results for COc1cccc(NC(=O)CN(C)C(=O)c2c(C)nn(-c3ccccc3)c2Cl)c1 ?
SENP8 block: 11; MPTP block: -0.2; NR3A LBD binder: -2; PfGluPho inh: 0; SENP7 inh: -9; HKDC1 inhibitor: -3; SENP6 inh: -22; ATG4B inh: -6

What do the screens show for `COc1ccc(C(C(=O)NC2CCCC2)N(Cc2cccnc2)C(=O)c2snc(C(N)=O)c2N)cc1OC` (stereo unspecified)?
SENP8 block: -270; MPTP block: -1.1; NR3A LBD binder: 0; PfGluPho inh: -5; SENP7 inh: 1; HKDC1 inhibitor: -8; SENP6 inh: -3; ATG4B inh: -4

How did CCOc1ccc(NC(=O)Cn2nnc(-c3ccccc3NC(=O)c3cccs3)n2)cc1 do in these assays?
SENP8 block: 12; MPTP block: 7.8; NR3A LBD binder: 15*; PfGluPho inh: 8; SENP7 inh: -1; HKDC1 inhibitor: 8; SENP6 inh: -13; ATG4B inh: -12

How did Cc1cc(=O)oc2cc(OCC(=O)NCCc3ccccc3)ccc12 do in these assays?
SENP8 block: -181; MPTP block: -1.6; NR3A LBD binder: 0; PfGluPho inh: -6; SENP7 inh: 5; HKDC1 inhibitor: -3; SENP6 inh: -10; ATG4B inh: 5

Results for Cc1ccnc(NC(=O)CCCOc2ccccc2)c1 ?
SENP8 block: 0; MPTP block: -1.8; NR3A LBD binder: -6; PfGluPho inh: -14; SENP7 inh: -12; HKDC1 inhibitor: 3; SENP6 inh: -8; ATG4B inh: 3

What do the screens show for `CCC(NC(=O)c1ccccc1NC(=O)c1ccco1)C(=O)NNC(=O)c1ccncc1` (stereo unspecified)?
SENP8 block: -2; MPTP block: 1.1; NR3A LBD binder: 2; PfGluPho inh: -4; SENP7 inh: -5; HKDC1 inhibitor: -3; SENP6 inh: 6; ATG4B inh: 2

How did CN(C)c1nc(NCc2ccccc2)nc(SCC(=O)Nc2ccc(Cl)c(Cl)c2)n1 do in these assays?
SENP8 block: 17; MPTP block: 45; NR3A LBD binder: 32*; PfGluPho inh: 24; SENP7 inh: -1; HKDC1 inhibitor: -3; SENP6 inh: 6; ATG4B inh: 28

How did CC(=O)n1nc(-c2ccncc2)nc1SCC(=O)Nc1cccc(Cl)c1 do in these assays?
SENP8 block: 6; MPTP block: -1.7; NR3A LBD binder: -4; PfGluPho inh: -10; HKDC1 inhibitor: 2; ATG4B inh: 6

How did O=C(NCc1ccccn1)c1cccn1-c1ncc(C(F)(F)F)cc1Cl do in these assays?
SENP8 block: 4; MPTP block: 0.3; NR3A LBD binder: -2; PfGluPho inh: -12; SENP7 inh: -4; HKDC1 inhibitor: -11; SENP6 inh: 7; ATG4B inh: 0

What do the screens show for `CC(C)c1ccc(N2CC(C(=O)Nc3nccs3)CC2=O)cc1` (stereo unspecified)?
SENP8 block: 6; MPTP block: -1.2; NR3A LBD binder: -1; PfGluPho inh: -10; SENP7 inh: -2; HKDC1 inhibitor: -5; SENP6 inh: -10; ATG4B inh: -20

Results for O=C(CSc1nnc2ccccn12)NNC(=O)c1ccc(Br)cc1 ?
SENP8 block: -16; MPTP block: -1.3; NR3A LBD binder: 1; PfGluPho inh: -8; SENP7 inh: 0; HKDC1 inhibitor: 6; SENP6 inh: -10; ATG4B inh: 0

What do the screens show for `CCOC(=O)c1ccc(NC(=O)CSCCC(=O)O)cc1`?
SENP8 block: 11; MPTP block: 3.4; NR3A LBD binder: 1; PfGluPho inh: -30; SENP7 inh: 2; HKDC1 inhibitor: 13; SENP6 inh: 5; ATG4B inh: 3

What do the screens show for `CCOC(=O)CSc1nc2ccccc2c(=O)n1CC1COc2ccccc2O1` (stereo unspecified)?
SENP8 block: 12; MPTP block: 4.0; NR3A LBD binder: 3; PfGluPho inh: 5; SENP7 inh: 5; HKDC1 inhibitor: 3; SENP6 inh: 6; ATG4B inh: 1

Results for Cc1ccccc1NC1=CC(=O)CC(C)(C)C1 ?
SENP8 block: 27; MPTP block: -0.9; NR3A LBD binder: -1; PfGluPho inh: -8; SENP7 inh: -4; HKDC1 inhibitor: 2; SENP6 inh: -1; ATG4B inh: 1

What do the screens show for `O=c1c2cc(NC(=S)NCCCN3CCC(Cc4ccccc4)CC3)ccc2nc2n1CCCCC2`?
SENP8 block: 6; MPTP block: 24; NR3A LBD binder: 0; PfGluPho inh: 12; SENP7 inh: -2; HKDC1 inhibitor: -3; SENP6 inh: 3; ATG4B inh: 2

What do the screens show for `CCOc1ccccc1NC(=O)CCc1c(C)nn(-c2ccc(N3CCCCC3)nn2)c1C`?
SENP8 block: -40; MPTP block: 0.5; NR3A LBD binder: 1; PfGluPho inh: 2; SENP7 inh: 4; HKDC1 inhibitor: -4; SENP6 inh: 9; ATG4B inh: 6

What do the screens show for `CCCCOc1cccc(C2/C(=C(/O)c3ccc4c(c3)CC(C)O4)C(=O)C(=O)N2CCN2CCOCC2)c1` (stereo unspecified)?
SENP8 block: -69; MPTP block: -1.3; NR3A LBD binder: 0; PfGluPho inh: -28; SENP7 inh: 11; HKDC1 inhibitor: -3; SENP6 inh: -12; ATG4B inh: -3

What do the screens show for `COc1ccc(SCCN2CC[C@@H](O)CCC2=O)cc1`?
SENP8 block: 15; MPTP block: -0.2; NR3A LBD binder: 1; PfGluPho inh: 1; SENP7 inh: -7; HKDC1 inhibitor: -1; SENP6 inh: -10; ATG4B inh: -3

Results for COCC(=O)Nc1ccc(OC)c(Cl)c1 ?
SENP8 block: 6; MPTP block: -0.6; NR3A LBD binder: -1; PfGluPho inh: -11; SENP7 inh: 2; HKDC1 inhibitor: -2; SENP6 inh: 3; ATG4B inh: -1

How did Cc1cccc(C)c1NC(=S)Nc1ccccc1C(=O)NCc1ccco1 do in these assays?
SENP8 block: -301; MPTP block: 0.7; NR3A LBD binder: -2; PfGluPho inh: 4; SENP7 inh: -1; HKDC1 inhibitor: -3; SENP6 inh: -2; ATG4B inh: 1

Results for Cn1c2ccccc2c2c(C(=O)NCC3CCCO3)cn(C3CCCC3)c(=O)c21 (stereo unspecified) ?
SENP8 block: -476; MPTP block: 0.6; NR3A LBD binder: -1; PfGluPho inh: 25; SENP7 inh: -1; HKDC1 inhibitor: 10; SENP6 inh: -11; ATG4B inh: -12

Results for O=S(=O)(NCc1cccnc1)c1cccc2cccnc12 ?
SENP8 block: 12; MPTP block: -1.0; NR3A LBD binder: 0; PfGluPho inh: 9; SENP7 inh: 0; HKDC1 inhibitor: -14; SENP6 inh: -4; ATG4B inh: -7

How did CC(=O)Nc1nnc(SCC(=O)N2CCCc3ccccc32)s1 do in these assays?
SENP8 block: 11; MPTP block: -0.9; NR3A LBD binder: 0; PfGluPho inh: 2; SENP7 inh: 8; HKDC1 inhibitor: 6; SENP6 inh: -6; ATG4B inh: -5

How did CCOc1ccc(NC(=O)CSc2nc3ccccc3c(=O)n2CCCC(=O)NCCCN2CCCC2=O)cc1 do in these assays?
SENP8 block: 5; MPTP block: -1.2; NR3A LBD binder: -2; PfGluPho inh: 5; SENP7 inh: -1; HKDC1 inhibitor: -2; SENP6 inh: 2; ATG4B inh: -6

How did CC(=O)N1CCN=C1SCc1ccc(Br)cc1 do in these assays?
SENP8 block: 4; MPTP block: -1.9; NR3A LBD binder: 0; PfGluPho inh: -8; SENP7 inh: 6; HKDC1 inhibitor: -4; SENP6 inh: -1; ATG4B inh: -4

What do the screens show for `CC(Oc1ccc2c3c(c(=O)oc2c1)CCCC3)C(=O)NCc1ccccn1` (stereo unspecified)?
SENP8 block: -409; MPTP block: 1.7; NR3A LBD binder: 0; PfGluPho inh: -5; SENP7 inh: -16; HKDC1 inhibitor: -5; SENP6 inh: -8; ATG4B inh: 1

What do the screens show for `Cc1cc(C)nc(Nc2ccc(C)c([N+](=O)[O-])c2)n1`?
SENP8 block: 12; MPTP block: 0.8; NR3A LBD binder: 1; PfGluPho inh: 18; SENP7 inh: 3; HKDC1 inhibitor: -7; SENP6 inh: 11; ATG4B inh: -10

Results for O=C(Nc1cc(S(=O)(=O)N2CCCC2)ccc1Cl)C1=COCCO1 ?
SENP8 block: -2; MPTP block: 0.3; NR3A LBD binder: 0; PfGluPho inh: -8; SENP7 inh: -6; HKDC1 inhibitor: -2; SENP6 inh: 3; ATG4B inh: -2

What do the screens show for `CCN(CC)S(=O)(=O)c1ccc(N2CCOCC2)c(NC(=O)COc2ccc(C#N)cc2)c1`?
SENP8 block: 8; MPTP block: 0.5; NR3A LBD binder: 0; PfGluPho inh: 14; SENP7 inh: -5; HKDC1 inhibitor: -3; SENP6 inh: -6; ATG4B inh: 3

How did O=C(Cc1cccs1)Nc1nc2ccccc2s1 do in these assays?
SENP8 block: 23; MPTP block: 21; NR3A LBD binder: 1; PfGluPho inh: 15; SENP7 inh: 0; HKDC1 inhibitor: -4; SENP6 inh: 29; ATG4B inh: -1

3 neighbouring records from above, quoted:
Results for Cc1ccccc1NC1=CC(=O)CC(C)(C)C1 ?
SENP8 block: 27; MPTP block: -0.9; NR3A LBD binder: -1; PfGluPho inh: -8; SENP7 inh: -4; HKDC1 inhibitor: 2; SENP6 inh: -1; ATG4B inh: 1

What do the screens show for `O=c1c2cc(NC(=S)NCCCN3CCC(Cc4ccccc4)CC3)ccc2nc2n1CCCCC2`?
SENP8 block: 6; MPTP block: 24; NR3A LBD binder: 0; PfGluPho inh: 12; SENP7 inh: -2; HKDC1 inhibitor: -3; SENP6 inh: 3; ATG4B inh: 2

What do the screens show for `CCOc1ccccc1NC(=O)CCc1c(C)nn(-c2ccc(N3CCCCC3)nn2)c1C`?
SENP8 block: -40; MPTP block: 0.5; NR3A LBD binder: 1; PfGluPho inh: 2; SENP7 inh: 4; HKDC1 inhibitor: -4; SENP6 inh: 9; ATG4B inh: 6
